IDE cell inh: cellular human IDE inhibition; inhibition, % at 5.59 µM; HEK cells, FAbetaB cleavage, fluorescence polarization; P14735; actives 0.41% (n = 320,000);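 active means percent inhibition above the average of all tested compounds plus 3 SD, set per screening campaign, cut at about 16% in these data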;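 further: IDE supplied by intact live HEK cells; FP after avidin binding of uncleaved biotin substrate so inhibition keeps polarization high; 0% = DMSO wells and 100% = 60 µM reference IDE inhibitor Ii1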
FID counter: fluorescent intercalator displacement, NS3 helicase counter-screen | DNA fluorescent intercalator displacement, fluorescence | inhibition, % at 7.9 µM | actives 0.17% (n = 290,000) | AID 1845; in the data active means inhibition above about 37%;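 further: 0% = vehicle and 100% = reference compound; higher means more ethidium bromide displaced from hairpin DNA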
IDE cell activ: boosts human insulin-degrading enzyme activity in HEK cells | AID 493087 | actives 0.073% (n = 340,000) | P14735 | FAbeta-B cleavage, fluorescence polarization; 0% vehicle, 100% cell-free pure enzyme wells | activation, % at 5.96 µM;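 active means activation above the mean of all tested compounds plus 3 SD, set per screening campaign, cut at about 17% in these data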
pCIP destab: lowers stability of the mouse p/CIP coactivator protein | F442A p/CIP-EGFP cells, EGFP fluorescence, 16 h | decrease of EGFP signal, % at 10 µM | actives 0.01% (n = 290,000);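 active means EGFP signal decrease of at least 30% at 10 µM or well 3 SD below plate mean, unless failing retest; inactive means the rest, including hits failing retest or dose response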; further: some compounds called inactive have numbers as strong as hits; many of its hits are not listed in these tables
IMP-1 inh: inhibitors of Pseudomonas aeruginosa IMP-1 metallo-beta-lactamase; actives 0.45% (n = 290,000); AID 1556; inhibition, % at 5.6 µM; purified IMP-1, nitrocefin hydrolysis, epi-absorbance fluorescence;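 active means inhibition above the mean plus 3 SD of all compounds in the same screening run, cut at about 4.5% in these data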;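 further: 0% = IMP-1 with DMSO and 100% = DMSO wells lacking enzyme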
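System: Purified recombinant IMP-1 metallo-beta-lactamase enzyme | Measured by: Fluorescence quenching readout, ex 480/em 530 nm | Replication: Singlicate | Incubation: 15 min preincubation plus 25 min reaction at 25 °C | Evaluation: Percent inhibition from optical density relative to buffer-blank wells | Benchmarks: DMSO with and without IMP-1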
M18AAP inhibitor: blocks P. falciparum M18 aspartyl aminopeptidase | inhibition, % at 7.35 µM | recombinant PfM18AAP, H-Glu-NHMec fluorogenic cleavage | actives 1.2% (n = 290,000) | AID 1822;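 active means inhibition above the campaign mean inhibition over all tested compounds plus 3 SD, cut at about 28% in these data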;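 further: 0% = plate median of test compound wells and 100% = 2 mM ZnCl2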
VIM-2 inh: inhibitors of Pseudomonas aeruginosa VIM-2 metallo-beta-lactamase. purified VIM-2, nitrocefin hydrolysis, epi-absorbance fluorescence. inhibition, % at 5.6 µM. actives 0.89% (n = 290,000);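 active means inhibition above the mean of all tested compounds plus 3 SD, cutoff set per screening run, cut at about 7.5% in these data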;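 further: red hydrolysis product quenches plate fluorescence so inhibitors raise well fluorescence; 0% = enzyme with DMSO and 100% = DMSO without enzyme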
NS3 helicase inh: blocks Hepatitis C virus NS3 helicase unwinding. actives 0.56% (n = 290,000). NS3 helicase DNA unwinding, Cy5 molecular beacon fluorescence. inhibition, % at 10.9 µM. AID 1800;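 active means inhibition above the mean of all tested compounds plus 3 SD, set per campaign, cut at about 35% in these data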;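 further: 0% = DMSO wells and 100% = thioflavine S control wells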
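System: Hepatitis C virus NS3 helicase domain fragment enzyme | Reagent: Annealed dual-labelled DNA beacon duplex, ATP-started | Compound dosing: 10.9 µM single point, 0.8% DMSO | Incubation: 1 h reaction at 25 °C, ATP-initiated | Technique: Cy5 fluorescence | Evaluation: Percent inhibition from t60/t0 fluorescence ratio | Benchmarks: Low DMSO, high thioflavine S at 110 µM | Replication: Singlicate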
UBC9 SUMO inh: blocks human SUMOylation mediated by UBC9; P63279; HTRF SUMOylation assay, SAE1/SAE2 + UBC9, in vitro; inhibition, % at 35 µM; actives 0.36% (n = 290,000); AID 2006; in the data active means inhibition above about 50%, passing the limit was not always enough; further: strong numbers were not always called active
An asterisk follows results filed as active; nt = no result given.

SMILES | IDE cell inh | FID counter | IDE cell activ | pCIP destab | IMP-1 inh | M18AAP inhibitor | VIM-2 inh | NS3 helicase inh | UBC9 SUMO inh
Cc1ccc(N(C(=O)CNC(=O)c2ccco2)C(C(=O)NC2CCCC2)c2ccncc2)cc1C (stereo unspecified) | 0 | -35 | 6 | -5 | -1.1 | -13 | 0.3 | -2 | 7
Cc1ccc(N=Nc2c(=O)[nH]n3c(=O)cc(C)[nH]c23)cc1 | -1 | -10 | 5 | -6 | -6.3 | 18 | -4.1 | 2 | 12
CCOc1ccc(-c2nnc(NC(=O)CCCOc3cccc(C)c3)o2)cc1 | 4 | -7 | 2 | -6 | -3.0 | -2 | -3.8 | -17 | 22
COc1ccc(NC(=O)Cn2nc(Cc3cccnc3)c3ccccc3c2=O)c(OC)c1 | 0 | -17 | 1 | -5 | -0.7 | -5 | 0.9 | 1 | 4
CC(=O)N1c2ccc(S(=O)(=O)N3CCCC3)cc2CC1C(=O)NC(C)C (stereo unspecified) | 3 | 0 | 7 | -5 | -1.8 | 1 | -1.8 | 0 | 4
CCC(=O)Nc1nnc(C(C)(C)C)s1 | 3 | -2 | 0 | -10 | -2.5 | 2 | -4.3 | 4 | 3
Cc1nc(CSc2nnc(C)s2)cs1 | -7 | 4 | -5 | -1 | -1.8 | -3 | -1.0 | 3 | 8
COc1ccc(CNC(=O)c2ccc(N(C)S(=O)(=O)c3ccc(C)cc3)cc2)cc1 | -2 | -31 | 2 | 4 | 0.9 | -1 | -2.6 | -5 | -15
Cn1cnc(S(=O)(=O)NCc2cccs2)c1 | 1 | 0 | 5 | -7 | -5.7 | 18 | 0.5 | -5 | -15
COc1cccc(Cn2cc(C)cc(NC(=O)NCc3ccccc3)c2=O)c1 | 11 | -29 | 5 | -3 | -4.0 | -1 | -0.6 | 40* | -8
CC(C)C1C(C#N)=C(N)Oc2n[nH]c(-c3cccs3)c21 (stereo unspecified) | 1 | 3 | 0 | 4 | -3.7 | -7 | -0.2 | 14 | -9
COc1ccc(C2=C/C(=C\c3ccccc3OC(C)=O)C(=O)O2)cc1 | -4 | -27 | -4 | 3 | 4.0 | -6 | 1.9 | 7 | 16

NS3 helicase inh: what is marked active above.
mol | IDE cell inh | IDE cell activ | pCIP destab | IMP-1 inh | M18AAP inhibitor | VIM-2 inh | NS3 helicase inh | UBC9 SUMO inh
COc1cccc(Cn2cc(C)cc(NC(=O)NCc3ccccc3)c2=O)c1 | 11 | 5 | -3 | -4.0 | -1 | -0.6 | 40* | -8

The listing picks up with the 3 entries that preceded the break.
SMILES | IDE cell inh | FID counter | IDE cell activ | pCIP destab | IMP-1 inh | M18AAP inhibitor | VIM-2 inh | NS3 helicase inh | UBC9 SUMO inh
COc1cccc(Cn2cc(C)cc(NC(=O)NCc3ccccc3)c2=O)c1 | 11 | -29 | 5 | -3 | -4.0 | -1 | -0.6 | 40* | -8
CC(C)C1C(C#N)=C(N)Oc2n[nH]c(-c3cccs3)c21 (stereo unspecified) | 1 | 3 | 0 | 4 | -3.7 | -7 | -0.2 | 14 | -9
COc1ccc(C2=C/C(=C\c3ccccc3OC(C)=O)C(=O)O2)cc1 | -4 | -27 | -4 | 3 | 4.0 | -6 | 1.9 | 7 | 16
CC1/C(=N/O)CC(c2ccccc2)NC1c1ccccc1 (stereo unspecified) | -1 | 0 | 1 | -11 | -3.6 | -4 | -5.0 | 1 | 2
CC(C)c1ccc(N2C(=O)CC(NNC(=O)c3ccccc3Cl)C2=O)cc1 (stereo unspecified) | 5 | -7 | 2 | 0 | -2.1 | 0 | -3.2 | 5 | -1
CCOC(=O)c1nnn(CC(=O)Nc2ccccc2)c1C(=O)OCC | 2 | -4 | -2 | 3 | 0.7 | -5 | 0.6 | -1 | -16
COc1ccc(CCNC(=O)CCC(=O)Nc2nnc(C(C)C)s2)cc1OC | 0 | -6 | -3 | -9 | -1.4 | -16 | 0.4 | 0 | 11
CSCCC(=O)N1CCC(CCC(=O)NC2CC2)CC1 | 6 | -2 | -5 | -13 | -5.5 | 4 | -1.8 | -6 | -2
CC(=O)N1c2ccccc2C(=O)C1N1CCCCC1 (stereo unspecified) | 4 | -1 | 5 | 6 | 1.3 | 6 | -0.2 | -1 | 11
COc1cccc(N2CCN(c3ccc4nnc(CCC(=O)Nc5ccc(F)cc5F)n4n3)CC2)c1 | 7 | -34 | 9 | -10 | -4.2 | 1 | -3.9 | 1 | -1
O=C(Oc1ccc(Br)cc1C(=S)N1CCOCC1)c1cccc([N+](=O)[O-])c1 | 1 | -7 | 3 | -15 | -3.7 | 36* | -2.7 | 2 | -1
Cc1c(/C(O)=C2/C(=O)C(=O)N(Cc3cccnc3)C2c2ccccn2)cnn1-c1ccccc1 (stereo unspecified) | 12 | -19 | -1 | -7 | -4.9 | 7 | -2.5 | 4 | 16
CC(=O)c1cccc(NC(=O)C(OC(=O)c2cccc(S(=O)(=O)N(C)c3ccccc3)c2)c2ccccc2)c1 (stereo unspecified) | 6 | -9 | 2 | 2 | -2.7 | 4 | -1.4 | 7 | -4
COc1ccc(-c2c(C#N)c(SCC(N)=O)nc3c2CCCC3)cc1 | -2 | -5 | 0 | -13 | -5.2 | -6 | -2.7 | -6 | -214
O=C(CSc1nc(-c2ccccc2)nc2ccccc12)Nc1nccs1 | 0 | 3 | 4 | -14 | -1.4 | 4 | -0.3 | -7 | -8

Other records follow:
SMILES | IDE cell inh | FID counter | IDE cell activ | pCIP destab | IMP-1 inh | M18AAP inhibitor | VIM-2 inh | NS3 helicase inh | UBC9 SUMO inh
CC1(C)Cc2ccccc2/C(=C/C(=O)N2CCCCCC2)N1 | 0 | -12 | 2 | 6 | -3.7 | 0 | -0.6 | 1 | 0
Nn1c(SCC(=O)Nc2ccccc2F)nnc1C1CCCCC1 | 3 | -9 | 4 | -10 | 0.4 | -7 | -1.4 | 8 | 13
CSc1nc(C)c(C(=O)C[n+]2ccc(C)cc2)cc1C#N | 3 | 0 | 1 | 14 | -2.6 | 2 | -3.5 | -6 | 0
COc1ccc(C(=O)O/N=C(\N)c2ccc(OC)c(OC)c2)cc1 | -2 | -22 | 1 | -13 | 2.1 | -6 | 0.2 | 13 | -1
CC(C)Nc1nc(NC(C)C)nc(SCCOC(=O)Nc2ccc(Cl)cc2Cl)n1 | 13 | -24 | -1 | -1 | -2.6 | 11 | -3.0 | -32 | -22
CCOC(=O)CNc1nc(Cl)c(C#N)s1 | -1 | 1 | 0 | -5 | -2.1 | 2 | 0.4 | -7 | 28
CC1CCCC(NCC(O)COC(c2ccc(F)cc2)c2ccc(F)cc2)C1C (stereo unspecified) | -2 | 46* | 10 | -6 | -0.4 | 20 | 3.2 | -73 | 1
CCCCC(c1nnnn1CC1CCCO1)N1CCN(c2nc3ccccc3s2)CC1 (stereo unspecified) | nt | -31 | -1 | 4 | -3.9 | -13 | -3.1 | -19 | 4
COc1ccccc1Oc1c(C)oc2cc(OC(=O)c3ccco3)ccc2c1=O | 5 | -13 | 1 | 0 | -1.1 | 11 | -1.6 | 2 | 52*
CN1CCN(CCCn2cnc3c(=O)oc4ccccc4c32)CC1 | -1 | 3 | 5 | -1 | -1.4 | -4 | 21* | 2 | 22
Cc1ccc(OCC(=O)NNC(=O)c2cccnc2)cc1C | 3 | -4 | -3 | 4 | -1.4 | 7 | 2.7 | -19 | 14
CCOC(=O)C1=C(C)NC(C)=C(C(=O)OCC)C1C(=O)OCC(=O)N1CCCCC1CC (stereo unspecified) | -5 | -28 | 0 | -2 | -2.6 | -9 | -1.0 | 20 | 3

Next entries follow:
SMILES | IDE cell inh | FID counter | IDE cell activ | pCIP destab | IMP-1 inh | M18AAP inhibitor | VIM-2 inh | NS3 helicase inh | UBC9 SUMO inh
COc1ccc(NC(=O)c2cc(S(=O)(=O)N3CCc4ccccc43)cn2C)c(OC)c1 | 2 | -33 | 7 | -1 | -1.5 | -2 | -2.8 | -31 | -8
O=C(O)C1CCCCC1C(=O)N1CC=C(c2ccccc2)CC1 (stereo unspecified) | 5 | -4 | 1 | -22 | -0.7 | 0 | -2.8 | -4 | 15
CNCCCc1[nH]nc(N)c1C#N | 2 | 5 | 3 | nt | -1.8 | 7 | -0.3 | 5 | nt
S=C(NCC1CCCO1)NC12CC3CC(CC(C3)C1)C2 (stereo unspecified) | -3 | -17 | 2 | 1 | -3.3 | -1 | -4.7 | -2 | 20
O=C(CN1C(=O)S/C(=C\c2ccccc2)C1=O)NC1CCS(=O)(=O)C1 (stereo unspecified) | -9 | -6 | -1 | -12 | -2.2 | 10 | -0.5 | 6 | nt
O=S(=O)(Nc1ccc(Cl)cn1)c1cccs1 | 4 | -5 | -4 | 3 | -3.8 | -1 | -1.4 | 3 | 2
CCn1nc(C)c(NC(=O)c2ccc(Br)o2)c1C | 0 | -1 | 1 | -1 | -0.8 | 1 | -2.7 | 5 | -19
COC(=O)C1CCN(C(=O)C2CCN(C(=O)[C@H](C)NS(=O)(=O)c3ccc(C)cc3)CC2)CC1 | 3 | -30 | 6 | 3 | -3.8 | 1 | -2.8 | 8 | 4
COc1cccc(N2C(=O)C3C(C2=O)C2C=CC3C23CC3)c1 (stereo unspecified) | 3 | -2 | 2 | 0 | -3.0 | -1 | -5.5 | 4 | 10
O=C(NCCC1=CCCCC1)c1cc(-c2ccncc2)nc2ccccc12 | -5 | -16 | 0 | -8 | 0.6 | 2 | -0.1 | -17 | -14
COc1ccc(CCNC(=O)CSc2ccccn2)cc1 | -3 | -18 | 6 | -3 | -2.7 | 0 | -2.9 | -8 | 7
O=C(O)C1C2C=CC3(CN(Cc4ccco4)C(=O)C13)O2 (stereo unspecified) | 1 | -5 | -1 | -7 | -3.8 | 3 | -3.5 | 1 | -2

(more compounds)
SMILES | IDE cell inh | FID counter | IDE cell activ | pCIP destab | IMP-1 inh | M18AAP inhibitor | VIM-2 inh | NS3 helicase inh | UBC9 SUMO inh
COC(=O)CN1C(=O)C(O)(CC(=O)c2ccc(Br)cc2)c2ccccc21 (stereo unspecified) | -1 | -10 | -2 | -4 | 3.6 | -4 | 0.0 | -3 | 12
O=C(CC(Nc1ccc(F)cc1)c1ccccc1)c1ccccc1 (stereo unspecified) | -9 | -3 | 6 | 0 | -0.8 | -3 | -1.8 | -16 | -8
CCSc1nc(-c2ccccc2)c(-c2ccccc2)n1CC(O)CO (stereo unspecified) | -1 | -21 | 2 | 18 | -3.1 | 1 | -2.9 | -2 | 0
C/C(=N\Nc1ncc(Cl)cc1Cl)c1ccc(N2CCOCC2)cc1 | 1 | -4 | 3 | 8 | -0.8 | 52* | 0.4 | 6 | -8
Cc1ccc(S(=O)(=O)N2CCC(C(=O)N3CCc4ccccc43)CC2)cc1 | 0 | -47 | 1 | -7 | -1.9 | 4 | -1.5 | -5 | 6
COc1ccccc1CNC(=O)C1CCN(S(=O)(=O)c2cccc3nonc23)CC1 | 0 | -21 | -1 | 4 | -3.3 | 17 | -1.0 | -2 | 3
CSc1nc(C)c(CCOC(=O)c2ccccc2)c(=O)[nH]1 | 2 | -8 | -4 | -11 | -0.6 | -14 | -1.0 | 8 | 18

Screening results: PubChem, several laboratories
